# Bioassay records deposited in PubChem BioAssay by National Center for Advancing Translational Sciences (NCATS).
# PKM2 activator: qHTS Assay for Activators of Human Muscle isoform 2 Pyruvate Kinase | 0.34% of 260,000 active | Potency, µM (series often up to 57.5 µM), for the others: top-dose activation, actives largely listed as activators | purified PKM2, Kinase-Glo ATP luminescence, activation; response scale: 0% is enzyme alone, no compound | Pyruvate kinase PKM (Homo sapiens), P14618; note: potency is the fitted concentration of half-maximal effect; % is set by controls: 0 for no effect and ±100 for the full control effect; nearly all actives have a fitted effect of over 55% in size
# Target sequence (P14618 whole entry, looked up, canonical isoform): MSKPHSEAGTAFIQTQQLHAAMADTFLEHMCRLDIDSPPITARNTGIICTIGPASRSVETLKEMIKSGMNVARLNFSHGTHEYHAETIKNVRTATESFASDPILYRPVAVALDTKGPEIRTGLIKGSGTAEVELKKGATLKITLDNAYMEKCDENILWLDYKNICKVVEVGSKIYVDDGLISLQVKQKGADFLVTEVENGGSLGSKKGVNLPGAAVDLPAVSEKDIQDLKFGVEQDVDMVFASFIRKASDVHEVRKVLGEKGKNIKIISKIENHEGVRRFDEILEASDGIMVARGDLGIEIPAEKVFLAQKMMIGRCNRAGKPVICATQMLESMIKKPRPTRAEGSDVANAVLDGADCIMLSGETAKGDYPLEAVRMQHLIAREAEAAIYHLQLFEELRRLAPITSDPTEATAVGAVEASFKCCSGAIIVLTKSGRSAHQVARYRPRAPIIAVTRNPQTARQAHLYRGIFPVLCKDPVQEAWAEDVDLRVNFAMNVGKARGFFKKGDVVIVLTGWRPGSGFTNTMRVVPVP
#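 Kinase-Glo luminescence reports ATP generated from ADP (0.1 mM) and PEP (0.5 mM) by purified hPK-M2 after 1 h at room temperature, pH 7.2 imidazole buffer; intermediate enzyme activity allows detecting inhibitors and activators.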
# PTAP TSG101 blk: qHTS Assay for Iinhibitors of HIV-1 Budding by Blocking the Interaction of PTAP/TSG101; Potency, µM (series often up to 115 µM), for the others: at the top dose activity change, negative = inhibition, hits mostly inhibitors; 340,000 tested, under 10 active; Fluorescence polarization, FITC-PTAP peptide / Tsg101 binding; AID 493005, 2010; Tumor susceptibility gene 101 protein (Homo sapiens), Q99816; active = well fitted inhibition curve with a large enough effect in the main read-out, with a control signal flat, not every such curve was filed as active; inconclusive = small, poorly fitted or top-dose-only effect, or effect the other way, or a change in a side signal; inactive = no such curve, though single readings can be large or run the other way; note: potency is the fitted concentration of half-maximal effect; % of control where 0% means no effect
#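 Compounds were pin-transferred onto Tsg101 binding domain (10 uM final) in HEPES pH 7.5 buffer, then FITC-PTAP peptide was added at 50 nM final. After 20 min at RT, polarization reported peptide displacement across a qHTS concentration series.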
# FBPA coupling cs: qHTS Assay for Inhibitors of Fructose-1,6-bisphosphate Aldolase from Giardia Lamblia: Coupling assay counterscreen. coupling enzyme system counterscreen, AmpLite Red fluorescence. activity change, negative = inhibition, % at 58.2 µM, hits read low. 0.67% of 290,000 active; in the data active = activity change below about -30%; note: % is set by controls: 0 for no effect and ±100 for the full control effect
#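 Fluorescence at 525 nm excitation and 598 nm emission measured inhibition of the coupled detection system without aldolase. Compounds (at 57.5 uM final) were preincubated 10 min at room temperature with coupling enzyme reagent before a 20 min substrate/AmpLite Red step.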
# Giardia killer: Small Molecules that selectively kill Giardia lamblia: qHTS. AID 540267, 2011. 0.15% of 340,000 active. activity change, % at 7.66 µM, hits read low. Giardia lamblia trophozoite viability; in the data active = activity change below about -80%; inconclusive = between about -30% and that limit;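 note: parasites exposed to compound for two days anaerobically before the ATP read; % is set by controls: 0 for no effect and ±100 for the full control effect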
#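 Each well holds 100 Giardia trophozoites and compound. After two days (48 hrs) at 37 deg C in anaerobic conditions, ATP is quantified by luminescence.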
# a7 integrin act: qHTS for Activators of Integrin-Mediated Alleviation for Muscular Dystrophy; alpha7betagal myoblasts, beta-gal FDG fluorescence, 48 h; Potency, µM (highest dose often 38.3 µM), without a hit: at the highest dose activation, most hits filed as activators; 0.064% of 350,000 active; AID 624291, 2012;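 note: potency is the fitted concentration of half-maximal effect; 100% = response of the positive control SU9516; nearly all actives have a fitted effect of over 60% in size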
#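 alpha7betagal+/- myoblasts (passage 13, 250/well) treated 48 h at 37C with compounds at 1:260 dilution of DMSO stock. Lysed, then beta-galactosidase activity read as FDG fluorescence (ex 480/em 540) after 30 min, with pre-read for autofluorescence.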
# B2AR arrestin: qHTS assay of beta-arrestin-biased ligands of beta2-adrenergic receptor | Beta-2 adrenergic receptor (Homo sapiens), P07550 | beta-arrestin recruitment to beta2AR, cell-based reporter | Potency, µM (titrated, usually from 46.1 µM), for inactives: at the top dose activation, actives largely listed as activators | 0.02% of 330,000 active;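 note: potency is the fitted concentration of half-maximal effect; 0% = DMSO controls and full agonism = EC100 isoproterenol or metaproterenol; nearly all actives have a fitted effect of over 65% in size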
# Chronic BCR inh: qHTS Assay to Find Inhibitors of Chronic Active B-Cell Receptor Signaling; 0.05% of 340,000 active; Potency, µM (top dose mostly 46.1 µM), inactives show at the highest dose ratio change, negative = lower green/red ratio, actives largely listed as inhibitors; AID 493014, 2011; ABC-DLBCL IkBa-CBG/CBR reporter, luminescence ratio, 4 h; active = well fitted inhibition curve with a large enough effect in the signal ratio, with a control signal flat, not every such curve was filed as active; inconclusive = small, poorly fitted or top-dose-only effect, or effect the other way, or a change in a side signal; the % refers to the signal ratio;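 note: potency is the fitted concentration of half-maximal effect; plate controls were basal doxycycline-induced cells for no effect and cells given 10 µM MG132 for full effect; MG132 reads +100%, hits lower the ratio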
#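 Compounds up to 46 uM were incubated four hours with TMD8 cells whose green CBG68 luciferase is fused to IkappaBalpha; red CBR luminescence normalised the signal, and concentration-effect curves were fitted to fusion, red and ratio data.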
# S-ASM inh: Inhibitors of Secretory Acid Sphingomyelinase (S-ASM): qHTS. Sphingomyelin phosphodiesterase (Homo sapiens), P17405. placental ASM, HMU-PC fluorogenic substrate, 60 min. Potency, µM (highest dose often 57.5 µM), inactives show at the highest dose activity change, negative = inhibition, most hits filed as inhibitors. 0.006% of 340,000 active. AID 504937, 2011; note: potency is the fitted concentration of half-maximal effect
#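 Human placenta-derived ASM enzyme was preincubated with compound for 10 minutes at room temperature, then given fluorogenic substrate HMU-PC0 (9 uM final) for 60 minutes at 37 °C; a pH 10 stop preceded fluorescence reading at Ex 386/Em 447 nm.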
# GALK inhibitor: qHTS Assay for Inhibitors of Human Galactokinase (GALK); 0.007% of 270,000 active; Potency, µM (top dose mostly 57.5 µM), inactives show at the top dose activity change, negative = inhibition, actives largely listed as inhibitors; AID 1868, 2009; Purified GALK, Kinase-Glo residual ATP luminescence; note: potency is the fitted concentration of half-maximal effect; % is set by controls: 0 for no effect and ±100 for the full control effect
# Target sequence (P51570 whole entry, looked up): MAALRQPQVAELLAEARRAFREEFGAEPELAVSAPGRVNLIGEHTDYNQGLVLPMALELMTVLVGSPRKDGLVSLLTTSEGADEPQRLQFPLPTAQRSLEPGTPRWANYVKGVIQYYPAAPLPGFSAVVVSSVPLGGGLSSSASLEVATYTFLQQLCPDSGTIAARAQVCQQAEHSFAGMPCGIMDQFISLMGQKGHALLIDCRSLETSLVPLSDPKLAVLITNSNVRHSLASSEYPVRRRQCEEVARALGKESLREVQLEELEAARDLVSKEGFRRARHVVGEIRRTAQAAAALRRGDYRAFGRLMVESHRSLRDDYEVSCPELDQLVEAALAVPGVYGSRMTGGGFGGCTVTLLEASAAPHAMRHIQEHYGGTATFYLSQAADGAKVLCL
#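 Kinase-Glo Plus luminescence measured ATP left after a 1 h room-temperature reaction. The reaction used 5 nM GALK, 100 uM galactose and 35 uM ATP at pH 8.0 (20 mM HEPES, 5 mM MgCl2, 60 mM NaCl, 1 mM DTT, 0.01% BSA).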
# Menin-MLL TR inh: qHTS Assay for Inhibitors Targeting the Menin-MLL Interaction in MLL Related Leukemias: Competition With Texas Red Labeled MLL-derived Mutant Peptide. AID 1768, 2009. 0.23% of 270,000 active. Menin + Texas Red MLL mutant peptide, fluorescence polarization. Potency, µM (highest dose often 61.6 µM), without a hit: top-dose FP activity change, negative = inhibition, actives largely listed as inhibitors; active = well fitted inhibition curve with a large enough effect in the polarisation, with a control signal flat, not every such curve was filed as active; inconclusive = small, poorly fitted or top-dose-only effect, or effect the other way, or a change in a side signal; inactive = no such curve, though single readings can be large or run the other way; the % refers to the polarisation; note: potency is the fitted concentration of half-maximal effect; % of control where 0% means no effect; many of its hits are not listed in these tables
# Tb PFK inh: qHTS Assay to Find Inhibitors of T. brucei phosphofructokinase | Potency, µM (series often up to 57.5 µM), for the others: top-dose activity, negative = inhibition, actives largely listed as inhibitors | 0.17% of 330,000 active | T. brucei PFK, ADP-Glo luminescence;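 note: potency is the fitted concentration of half-maximal effect; 0% = uninhibited 1x PFK enzyme wells and -100% = no-enzyme wells; nearly all actives have a fitted effect of over 60% in size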
#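 Compounds were pin-transferred as a titration series up to 57 uM into substrate buffer (0.5 mM F6P, 0.1 mM ATP, pH 8.0), then 1.25 nM PFK was added and reactions ran 45 min before ADP-Glo detection.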
# An asterisk follows results filed as active; u = inconclusive; x = no result given; [ ] = remark or other dose. Unless noted, calls come from the whole dose curve; as a rule, active = well fitted curve in the direction sought with a large enough effect; inconclusive = small, poorly fitted or top-dose-only effect, or another doubt; inactive = no such curve, though single readings can be large; an effect the other way counts as inactive or inconclusive. Not all compounds are listed (hit frequency here may not be typical).
SMILES,PKM2 activator,PTAP TSG101 blk,FBPA coupling cs,Giardia killer,a7 integrin act,B2AR arrestin,Chronic BCR inh,S-ASM inh,GALK inhibitor,Menin-MLL TR inh,Tb PFK inh
CCOC(=O)c1c(S(=O)(=O)N2CCCC(C(=O)Nc3ccc(C)cn3)C2)c(C)n(C)c1C (stereo unspecified),x,-5%,x,-4,-2%,-0.1%,u,4%,-3%,x,5%
O=C(Nc1nccs1)C1CC(=O)N(CCc2ccccc2)C1 (stereo unspecified),x,-3%,x,-10,5%,0.4%,1%,0%,x,x,2%
CC1(C)Cc2cccc(OCC(=O)NCCOc3ccccc3)c2O1,5%,-1%,-4,-11,-18%,0.1%,7%,-2%,-2%,-13%,-4%
O=C(Cn1nc(C(F)F)cc1C(F)F)NNC(=S)Nc1ccc(F)cc1,1%,-6%,1,-2,13%,-1.5%,4%,2%,0%,1%,-3%
Cc1cccc(C(C)C)c1NC(=O)Cc1ccc(S(=O)(=O)N2CCOCC2)s1,x,-1%,x,7,7%,-0.2%,1%,-6%,x,x,-1%
Cc1c(OCC(=O)NCc2ccccn2)ccc2c(-c3ccccc3)cc(=O)oc12,-3%,-1%,-3,-2,-9%,-0.5%,7%,-2%,x,-18%,4%
COc1ccc(CCN2CC(C(=O)Nc3ccc4c(c3)OCO4)CC2=O)cc1OC (stereo unspecified),2%,0%,1,4,22%,-0.2%,9%,0%,2%,0%,1%
COc1ccc(S(=O)(=O)N(C)C)cc1NC(=O)COC(=O)c1nc2nccc(C)n2n1,-9%,0%,0,4,-20%,-0.7%,0%,5%,0%,x,0%
Cc1cccc(C)c1NC(=O)CNC(=O)CNC(=O)c1ccc2c(c1)OCO2,x,-2%,x,0,21%,-0.3%,-5%,5%,x,x,-1%
Cc1cc(N/N=C/c2cccc([N+](=O)[O-])c2)nc(-n2nc(C)cc2C)n1,0%,-4%,4,12,-22%,0.0%,-2%,-1%,0%,x,0%
CCOC(=O)c1c(S(=O)(=O)Nc2ccc(F)cc2Cl)c(C)n(C)c1C,x,0%,-5,-6,-2%,0.3%,0%,-1%,-1%,14%,1%
Cc1cc(C)nc(N2CCN(S(=O)(=O)c3ccc(F)cc3)CC2)n1,u,-1%,0,0,2%,-0.5%,0%,0%,2%,-21%,2%
O=C(OCC(=O)c1ccc[nH]1)c1ccc(Br)cc1,x,0%,x,-1,31%,-0.2%,3%,0%,x,x,6%
COc1cc(/C=C/C(=O)N(C)CC(=O)Nc2ccccc2SC)cc(OC)c1OC,x,-1%,x,14,-25%,-0.1%,u,2%,x,x,1%
Cc1ccc(S(=O)(=O)N2CCN(C(=O)C3CCCO3)CC2)cc1C (stereo unspecified),18%,-3%,-3,-3,6%,-0.8%,2%,0%,-1%,1%,-2%
COc1ccc(-c2ccnc3nc(Sc4ncc(C(F)(F)F)cc4Cl)nn23)cc1,3%,-7%,-6,5,-7%[7.66 µM],-1.8%,-5%,17%,1%,15%,1%
CC(=O)Nc1sc(C)c(C)c1C(=O)OCC(=O)Nc1ccccc1,x,-6%,x,8,-51%[inhibitor],-1.2%,-2%,-1%,x,x,3%
O=C(COC(=O)c1nc(Cl)ccc1Cl)NCc1ccc(Cl)cc1,x,1%,x,-14,-28%,-0.3%,-1%,-2%,x,x,1%
Cc1cc(C(=O)Nc2cc(S(C)(=O)=O)ccc2Cl)c(C)o1,x,-3%,x,-16,-13%,-0.4%,1%,3%,x,x,-3%
CC(=O)Nc1ccc(S(=O)(=O)N2CCN(c3nc4ccccc4n3CC(C)C)CC2)cc1,-1%,-3%,3,u,26%,-0.6%,0%,1%,3%,19%,3%
CCn1nnnc1NCc1ccc(OCc2c(F)cccc2Cl)c(OC)c1,-1%,-6%,3,-14,-20%,-0.3%,u,1%,1%,-22%,1%
CCOC(=O)C1CCCN(C(=O)c2ccc(S(=O)(=O)Nc3ccccc3OC)cc2)C1 (stereo unspecified),x,0%,x,-11,2%,0.0%,1%,10%,x,x,6%
CCOc1ncccc1C(=O)OCC(=O)Nc1cccc(C(C)=O)c1,-6%,-2%,0,5,-10%,-0.7%,0%,-2%,0%,-14%,-1%
CCOC(=O)/C=C(\C)N1N=C(c2ccccc2)CC1c1ccccc1 (stereo unspecified),-2%,-3%,-1,20,-46%[inhibitor],-0.9%,u,8%,-1%,17%,-1%
O=C(c1cccc(Oc2ccccc2)c1)N1CCOCC1,-4%,0%,x,7,1%,4.1%,-4%,4%,-6%,x,5%
# Following part:
SMILES,PKM2 activator,PTAP TSG101 blk,FBPA coupling cs,Giardia killer,a7 integrin act,B2AR arrestin,Chronic BCR inh,S-ASM inh,GALK inhibitor,Menin-MLL TR inh,Tb PFK inh
O=C(Nc1ccccc1)C1CC=CCC1C(=O)OCC1CCCO1 (stereo unspecified),0%,-13%,-12,-5,0%[7.66 µM],-0.1%,-6%,8%,0%,5%,-4%
COc1cc(/C=N\Nc2ccc([N+](=O)[O-])cc2)ccc1OCC(=O)Nc1ccc(C)c(C)c1,-4%,u,0,-10,-40%,-0.2%,7%,-2%,-2%,x,0%
CN(Cc1c(F)cccc1Cl)S(=O)(=O)c1cccs1,x,0%,-10,-20,-4%,-0.4%,-1%,-12%,6%,16%,-9%
COc1ccc(CC(C)N2CCN(Cc3ccccc3)CC2)c(OC)c1 (stereo unspecified),-20%,-1%,1,25,-9%,0.0%,-3%,4%,1%,-10%,4%
O=C(N/N=C/c1cccc(Oc2ccccc2)c1)c1cc[n+]([O-])cc1,3%,-3%,2,-29,13%,-0.9%,-5%,-2%,-3%,13%,3%
CCCOc1ccc(/C=N/NC(=O)C2CC2)c(OCCC)c1,0%,-3%,0,-9,-7%,0.3%,1%,-2%,13%,-3%,0%
COc1ccc(/C=N\NC(=O)c2cccc(Br)c2)c(OC)c1,14%,-5%,-1,18,0%,0.4%,-15%,5%,-4%,-1%,9%
CCOC(=O)Cc1nnc(NC(=O)CCc2ccccc2)s1,x,-2%,-5,-15,-42%,0.2%,-1%,7%,4%,1%,0%
CCn1c(SCc2nnc(-c3ccccc3)o2)nc2c1c(=O)n(C)c(=O)n2C,-2%,x,2,x,x,-0.1%,-19%,x,-1%,8%,8%
COc1ccc(-c2csc(NC(=S)NC(=O)c3ccco3)n2)cc1,0%,-1%,0,-16,-1%,0.3%,u,-3%,5%,u,-4%
O=C(N/N=C/C=C/c1ccccc1[N+](=O)[O-])c1cc(-c2ccccc2)n[nH]1,-1%,-1%,4,-12,-48%[inhibitor],3.6%,-1%,-13%,x,u,4%
CN(Cc1ccccc1)C(=O)c1nc2ccccn2c1CN1CCc2sccc2C1,7%,-4%,-1,3,1%,0.0%,2%,14%,1%,u,5%
O=C(C1=C[C@@H](c2coc3ccccc3c2=O)C[C@@H](OCc2ccc(CO)cc2)O1)N1CCOCC1,-2%,x,0,27,0%,-0.4%,0%,-6%,2%,2%,-1%
CCc1cc(=O)oc2cc(OCC(=O)N3CC[C@@]4(O)CCCC[C@H]4C3)ccc12,2%,-10%,-2,-19,-9%,0.1%,-3%,-1%,x,-26%,-15%
O=C(COC(=O)C1CC1)Nc1ccc(Cl)cc1Cl,x,-3%,x,52[activator],2%,0.4%,u,3%,x,x,-3%
CC(C)CC(=O)Nc1ccc(C(=O)COC(=O)Cc2n[nH]c(=O)c3ccccc23)cc1,x,-2%,x,8,-12%,-0.3%,u,-2%,x,x,-15%
O=C(COc1ccccc1F)Nc1ccc2c(c1)OCCO2,x,1%,0,-19,13%,-0.3%,u,1%,-2%,0%,0%
COc1ccc(OC)c(NC(=O)COC(=O)CCc2ccc(S(=O)(=O)N3CCOCC3)cc2)c1,x,1%,x,3,12%,-0.5%,0%,-3%,x,x,2%
CCOC(=O)c1c(NC(=O)COC(=O)c2nc(Cl)ccc2Cl)sc(C(=O)NC)c1C,x,2%,x,7,2%,-0.7%,0%,-3%,x,x,1%
COc1ccccc1Oc1nnnn1-c1ccc(C(N)=O)cc1,1%,0%,2,-18,0%,0.0%,15%,2%,0%,-3%,0%
O=C(CCN1CCOCC1)N/N=C/c1cc(Br)cc(Br)c1O,27%,-6%,1,11,-49%[inhibitor],-0.3%,12%,155%[activator],0%,13%,-4%
COC(=O)c1ccc(S(=O)(=O)c2ccc([N+](=O)[O-])cc2)cc1,x,-7%,2,6,11%,-0.2%,x,0%,0%,8%,16%
